NPR1 activator – GC-A (human) enzyme activation | P16066 | HEK293 GC-A cells, cGMP TR-FRET, EC30 ANP; 0% at EC30 ANP, 100% saturating ANP | activation, % at 10 µM | actives 0.14% (n = 370,000); in the data active = activation above about 40%
PRMT1 inh – blocks human protein arginine methyltransferase 1; Q99873; recombinant PRMT1, activity-based probe fluorescence polarization; inhibition, % at 2.79 µM; actives 1.3% (n = 370,000); AID 652257;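 active = inhibition above about 21% made by adding two undisclosed values, limit read from the data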
TCR CD3 inh – blocks the human TCR-CD3 interaction | TAMRA-labeled TCR probe fluorescence, biochemical | inhibition, % at 9.4 µM | actives 0.37% (n = 360,000); in the data active = inhibition above about 19%;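 note: recombinant mutant TCR 2C K166C tagged with TAMRA read by polarization; 0% = receptor in buffer alone and 100% = receptor with positive control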
SIAE inh – human SIAE inhibition, primary screen; Q9HAT2; SIAE FP-Rh probe binding, fluorescence polarization; inhibition, % at 9.66 µM; actives 0.69% (n = 370,000);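 active = inhibition above a cutoff: mean of compounds within the control limits plus 3 SD of those, cut at about 17% in these data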;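 note: 0% = plate median of compound wells and 100% = probe without SIAE protein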
HTRA1 inhibitor – inhibitors of human serine peptidase HTRA1. Q92743. recombinant HTRA1, FP-rhodamine activity-based probe, fluorescence polarization. inhibition, % at 5.96 µM. actives 0.5% (n = 340,000); in the data active = inhibition above about 36%;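 note: 0% = enzyme with DMSO and 100% = wells lacking enzyme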
MBD2 inh – inhibitors of human MBD2 binding to methylated oligonucleotide; Q9UBB5; TR-FRET; inhibition, % at 4.4 µM; actives 0.31% (n = 370,000); in the data active = inhibition above about 13%
rCAG binder – molecules binding r(CAG) RNA repeats; actives 1.3% (n = 370,000); inhibition, % at 3 µM; r(CAG) RNA repeat, TO-PRO-1 dye displacement fluorescence;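 active = inhibition above the plate cutoff, the mean of all test compounds on that plate plus 3 SD, cut at about 35% in these data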;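 note: 0% = DMSO alone and 100% = 100 µM mitoxantrone as full dye displacement; higher means more dye released from RNA so lower well fluorescence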
ABHD4 inh – ABHD4 (mouse) inhibition, primary FP screen; inhibition, % at 8.92 µM; purified mABHD4, FP-Rh probe fluorescence polarization; AID 720543; actives 0.54% (n = 370,000);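 active = inhibition exceeding the mean over every tested compound plus 3 SD, cut at about 30% in these data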;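 note: 0% = plate median of compound wells and 100% = S159A mutant with DMSO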
Target sequence (Q8VD66 whole entry, looked up): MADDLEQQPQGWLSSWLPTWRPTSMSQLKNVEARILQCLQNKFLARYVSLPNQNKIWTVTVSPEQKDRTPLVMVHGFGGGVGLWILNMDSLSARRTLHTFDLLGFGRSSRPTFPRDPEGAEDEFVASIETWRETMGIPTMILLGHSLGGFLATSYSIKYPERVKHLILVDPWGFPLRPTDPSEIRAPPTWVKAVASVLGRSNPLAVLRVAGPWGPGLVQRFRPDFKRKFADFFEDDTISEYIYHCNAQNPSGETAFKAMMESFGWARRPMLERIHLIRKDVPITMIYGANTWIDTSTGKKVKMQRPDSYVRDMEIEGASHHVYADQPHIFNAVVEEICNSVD
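Test system: mouse ABHD4 enzyme, wild type. Reagent: FP-Rh fluorescent activity-based probe, added after compound pre-incubation. Timing: pre-incubation 45 min, probe exposure 60 min, at 25 °C. Technique: FP readout, ex 525 nm / em 598 nm. Benchmarks: high control S159A mutant with DMSO, low control median of compound wells.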
UHRF1 binding – blocks human UHRF1 binding to methylated DNA; Q96T88; UHRF1 binding to methylated oligo, TR-FRET; actives 0.75% (n = 370,000); inhibition, % at 4.4 µM; in the data active = inhibition above about 21%;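 note: UHRF1 SRA domain binding a hemimethylated CpG hairpin DNA probe; 0% = median of test compound wells and 100% = reference inhibitor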
Target sequence (Q96T88 whole entry, looked up, the tested form may be a part): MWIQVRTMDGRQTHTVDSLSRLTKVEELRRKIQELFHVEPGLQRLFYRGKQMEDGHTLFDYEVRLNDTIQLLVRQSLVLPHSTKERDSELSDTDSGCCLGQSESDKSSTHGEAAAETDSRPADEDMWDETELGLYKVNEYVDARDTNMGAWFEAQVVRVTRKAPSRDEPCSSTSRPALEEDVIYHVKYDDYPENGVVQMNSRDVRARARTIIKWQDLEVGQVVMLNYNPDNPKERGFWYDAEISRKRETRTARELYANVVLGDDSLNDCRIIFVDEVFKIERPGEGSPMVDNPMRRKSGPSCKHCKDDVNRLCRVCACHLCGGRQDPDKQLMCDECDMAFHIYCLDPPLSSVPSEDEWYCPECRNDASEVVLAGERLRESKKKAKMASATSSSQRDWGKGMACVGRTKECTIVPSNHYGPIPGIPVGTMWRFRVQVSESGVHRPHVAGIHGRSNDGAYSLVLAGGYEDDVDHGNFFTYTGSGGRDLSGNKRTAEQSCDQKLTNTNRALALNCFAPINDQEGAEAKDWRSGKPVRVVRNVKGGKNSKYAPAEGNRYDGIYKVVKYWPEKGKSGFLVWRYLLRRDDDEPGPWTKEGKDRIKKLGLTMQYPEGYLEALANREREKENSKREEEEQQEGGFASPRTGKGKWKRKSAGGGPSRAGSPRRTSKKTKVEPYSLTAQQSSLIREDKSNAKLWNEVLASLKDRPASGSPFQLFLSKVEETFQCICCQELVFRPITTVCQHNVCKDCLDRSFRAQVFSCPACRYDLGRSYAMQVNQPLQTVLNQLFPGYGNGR
GC-B act – GC-B (human) receptor activation | HEK293-GC-B cells, CNP EC30, cGMP TR-FRET; 0% at EC30 CNP, 100% saturating CNP | activation, % at 10 µM | actives 0.11% (n = 370,000) | AID 1920062;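 active = activation at 10 µM reaching about 35% in either raw or pattern-adjusted values, limit read from the data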
* hit, by the source's call; / = no result given.

SMILES	NPR1 activator	PRMT1 inh	TCR CD3 inh	SIAE inh	HTRA1 inhibitor	MBD2 inh	rCAG binder	ABHD4 inh	UHRF1 binding	GC-B act
CC(C)NC1(C#N)CCN(Cc2ccccc2)CC1	1	-4	2	-1	0	-2	0	3	0	-6
COc1cc(OC)cc(C(=O)N2CCN(Cc3ccccc3[N+](=O)[O-])CC2)c1	-3	8	5	5	-22	-2	-5	5	-2	7
CCC[C@H]1[C@@H](OC(=O)NCc2cccc(C(F)(F)F)c2)CC[C@@]23CCCN2C(=O)CCC[C@@H]13	-20	-6	/	-3	/	-1	/	3	-2	-17
CCOc1ccc(OCCSc2nc3ccccc3o2)cc1	7	-1	-8	-1	-10	-2	0	-6	-1	-3
C[C@H](CO)N1C[C@H](C)[C@H](CN(C)C(=O)c2ccccc2)OCc2cnnn2CCCC1=O	3	-1	-3	11	-1	-3	3	4	-1	-8
CCN(CC)CCn1cnc2c1c(=O)[nH]c(=O)n2Cc1ccccc1	6	1	-5	3	7	0	-2	7	-3	2
O=C1CN(CC(=O)N2CCCCC2)c2ccccc2O1	-2	3	-4	1	13	-10	0	16	-9	-2
Cc1cccc(-c2noc(Cc3ccccc3)n2)c1	0	-2	0	-7	-1	4	-5	-11	0	-3
Cc1cccc(NC(=O)CCC(=O)N/N=C/c2ccco2)c1C	7	-3	1	-2	7	-2	-2	4	-1	3
Cc1ccc(S(=O)(=O)N2C3CCCCC3O[C@H]2CC(=O)c2cccs2)cc1 (stereo partly specified)	-1	4	-6	-4	/	0	4	-6	4	3
Cc1cc(C)n(CC(=O)NC2CCCN(Cc3ccc(Cl)cc3)C2)n1 (stereo unspecified)	0	1	-7	8	1	0	-4	1	1	-1
O=C(CCSc1ccccc1)Nc1nc2c(s1)CCCC2	5	-1	0	-6	-7	-1	-1	9	0	-3
CC1(C(=O)NCc2ccc(Cl)cc2)CCN1C(=O)Cc1ccc(Cl)cc1Cl (stereo unspecified)	-9	-2	3	-1	/	-3	1	-5	1	-6
CC12CCC(C(=O)Nc3ccncc3)(CC1O)C2(C)C (stereo unspecified)	2	4	0	0	5	-1	-4	2	0	1
CC(C)OC(=O)CC1C(=O)NCCN1C(=S)NC(=O)c1ccccc1 (stereo unspecified)	3	-5	5	5	4	1	1	1	2	-1
CC(=O)Nc1cc(-c2nn3c(C)nnc3s2)ccc1C	-1	-8	6	5	-2	-3	3	0	-1	-1
CC1CCCC(C)N1C(=O)COC(=O)CNC(=O)c1sc2ccccc2c1Cl (stereo unspecified)	1	2	6	-4	-8	-4	-5	-3	2	-1
O=[N+]([O-])c1ccc(Cc2ccccn2)cc1	3	2	1	-6	4	1	-1	-1	2	1
COC(=O)[C@]12C[C@H](CC(=O)NCc3cccs3)C(=O)N(CCC3=CCCCC3)C1=C[C@H](COCc1ccccc1)O[C@@H]2C	2	-4	3	3	/	-1	8	-7	-3	-1
CC(c1ccccc1)N1C(=O)C2C3CCC(C3)C2C1=O (stereo unspecified)	0	-3	6	0	1	-1	-2	4	3	-3
Cc1c(NC(=O)c2cnc(Cl)c(Cl)c2)c(=O)n(-c2ccccc2)n1C	2	1	-4	-4	-2	3	0	-4	-4	-5
CC(NC(=O)c1cccs1)C(S)c1ccccc1 (stereo unspecified)	-4	15	10	-22	-74	2	9	-29	1	-3
COc1ccc(N(C(=O)c2cccnc2)S(=O)(=O)c2ccc3c4c(cccc24)C(=O)N3C)cc1	-3	2	-5	-2	8	-1	6	-5	5	-7
COc1ccc2c(c1)OC(O)(C(F)(F)F)CC2=O (stereo unspecified)	6	0	-3	4	5	4	-1	5	2	-1
CC1C(=O)Nc2ccccc2N1C(=O)c1ccc(F)cc1F (stereo unspecified)	1	4	-8	1	-1	2	-1	0	5	6
COc1ccc(Cl)cc1C(=O)OCC(=O)c1ccc[nH]1	-1	4	-9	-5	-5	0	-1	-1	0	0
CC(C(=O)NCC1CCCO1)N(C(=O)c1snc(C(N)=O)c1N)c1ccccc1 (stereo unspecified)	-6	-2	4	-6	-4	4	-5	0	-4	-6
Cc1c(C(=O)N/N=C/c2cccs2)nc2ccccn12	3	1	6	1	-2	-4	5	8	-1	-3
CCCC(=O)NC(c1ccco1)c1c(O)ccc2ccccc12 (stereo unspecified)	-7	-2	7	-8	-9	1	2	-2	-1	-3
Cc1ccc(-c2n[nH]c(=O)c3ccccc23)cc1S(N)(=O)=O	-9	-3	7	4	5	-5	0	3	-1	5
COc1ccc(CCn2c(=N)c(C(=O)NCC3CCCO3)cc3c(=O)n4ccccc4nc32)cc1OC (stereo unspecified)	5	-4	7	5	1	-7	0	3	-6	-1
Cc1ccc(C)c(CC(=O)N2CCCC(c3cc(C(=O)Nc4ccccc4Cl)no3)C2)c1 (stereo unspecified)	2	0	6	2	/	-1	4	-9	1	3
Cc1ccc(Oc2coc3cc(O)ccc3c2=O)cc1	5	-1	1	-2	1	0	6	-3	0	-3
CC1(C(=O)NS(=O)(=O)c2cccc(F)c2)CCN1C(=O)c1ccco1 (stereo unspecified)	1	1	1	5	/	0	1	2	-1	1
c1ccc(COc2ccc(-c3cc4nc(NCCCn5ccnc5)ccn4n3)cc2)cc1	4	-4	-9	16	/	0	6	-12	-1	-2
CC1(c2ccc3ccccc3c2)NC(=O)N(CC(=O)Nc2cccc(S(=O)(=O)N3CCOCC3)c2)C1=O (stereo unspecified)	0	3	-4	-42	-33	2	14	-22	7	2
O=C(c1cccs1)N1CCC(c2nc3c(nnn3Cc3ccccc3)c(=O)[nH]2)CC1	-4	-4	0	-1	-4	-3	-1	-3	2	-4
C=CCNC(=S)N(CC)c1cccc2ccccc12	-5	2	-2	-11	-6	1	-7	-9	0	-1
COc1ccc(C(=O)NCCNc2ccc([N+](=O)[O-])cc2)cc1OC	-4	-2	5	2	-3	0	-2	-5	-1	1
CCCc1cc(=O)[nH]c(SCC(=O)Nc2ccc3c(c2)CCC3)n1	-6	4	-5	-8	-1	0	3	7	1	-7
Nc1ccc(Sc2ccc([N+](=O)[O-])cc2)cc1	5	-1	3	5	-3	1	-1	2	0	4
Cc1nn(-c2ccc([N+](=O)[O-])cc2)c(N)c1-c1ccccc1	-1	2	2	-6	-3	-1	-3	-5	-1	-1
CC(=O)N1c2ccc(S(=O)(=O)N3CCC(C(=O)NC4CCCCC4)CC3)cc2CC1C (stereo unspecified)	-1	-1	5	1	4	-1	-3	0	2	8
COC(=O)c1ccc(/C=N/NC(=O)CNc2cccc(C)c2)cc1	-7	-3	-7	1	/	7	7	1	-2	1
COc1ccc(C2C(C(C)=O)=C(O)C(=O)N2CCCn2ccnc2)cc1 (stereo unspecified)	4	-3	-4	2	-2	-5	-1	4	-7	-6
Cn1cccc1CNC(=S)Nc1cc(F)cc(F)c1	-1	-10	-8	1	10	-1	1	-8	1	-4
C[C@H](NS(=O)(=O)c1ccc([N+](=O)[O-])cc1)C(=O)NCCNC(=O)[C@@H](C)NS(=O)(=O)c1ccc([N+](=O)[O-])cc1	-3	1	/	-1	/	2	/	2	2	-1
CC1(C)NC(=O)N(CC(O)COc2ccccc2-c2ccccc2)C1=O (stereo unspecified)	-2	0	3	5	-5	-6	-5	0	-1	2
Oc1ccccc1-c1cc(-c2ccccc2)n[nH]1	-2	-2	-7	-9	-34	0	10	-20	0	-8
CCOC(=O)C(NC(=O)Nc1ccc(F)cc1)(OCC)C(F)(F)F (stereo unspecified)	2	1	3	-6	-2	0	-3	12	0	-7
Nc1nnc(N2CCCCC2)s1	4	0	3	7	2	1	0	1	-1	-2
CCOC(=O)COc1ccc(C(C)c2ccc(NC(=O)OC(C)(C)C)cc2)cc1 (stereo unspecified)	5	-3	/	-1	/	-2	-2	3	-2	-4
CC(Nc1nc(-c2ccccc2)nc2ccccc12)c1ccccc1 (stereo unspecified)	5	-4	-1	-26	-76	-2	6	-56	1	-2
COc1ccc(C(=O)NC2c3ccccc3-c3ccccc32)cc1	0	1	-4	-2	-4	5	-5	1	4	-2
CCn1nnc2cc(C(=O)NCCc3ccccc3F)ccc21	1	-2	7	-2	1	-2	-2	3	-1	-3
Cc1cc(NC(=O)CSc2nnnn2C)n(-c2ccccc2)n1	1	2	6	4	-7	-2	-2	56*	4	9
NC1=NC2OC(CO)C(O)C2O1 (stereo unspecified)	3	-1	3	2	5	-4	3	6	1	-6
COc1ccc(OC)c(-c2nc(CN3CCCCC3c3cccnc3)c(C)o2)c1 (stereo unspecified)	2	-2	4	2	-5	-5	-4	-5	3	-3
CCCCSCCCNC(=O)Nc1cccc(OC)c1	4	0	-2	3	-2	-1	-3	3	2	0
CC1C=Cc2ccccc2N1C(=O)c1ccccc1 (stereo unspecified)	-2	0	-2	-2	1	-3	-5	0	0	2

Next section.
SMILES	NPR1 activator	PRMT1 inh	TCR CD3 inh	SIAE inh	HTRA1 inhibitor	MBD2 inh	rCAG binder	ABHD4 inh	UHRF1 binding	GC-B act
CCOC(=O)c1nn(-c2ccc(C)cc2)c(=O)cc1OCC(=O)Nc1ccc(OC)cc1	-3	-1	10	13	5	-6	0	0	-3	0
S=c1[nH]nc(-c2ccc(Cl)cc2)n1CC1CCCO1 (stereo unspecified)	-1	-2	-3	-4	4	0	-1	5	-3	-3
C/C(=C1\SC(N2CCOCC2)=NC1=O)c1ccccc1	-1	1	6	-6	7	4	4	6	0	-4
C[C@@H]1OC(C2CCCCC2)N(C)[C@H]2C[C@H]3c4[nH]c5cccc(-c6cccc(F)c6)c5c4CCN3C(=O)[C@@H]12 (stereo partly specified)	0	7	/	-2	/	-2	13	5	-7	3
CC1(C)NC(C)(C)C(O)(C(N)=O)C1=O (stereo unspecified)	0	2	-1	2	8	-2	1	-3	6	4
NCCS(=O)(=O)O	4	-5	6	-8	-18	6	1	-9	-3	0
C[C@@]12C(=O)N(CC3CCCO3)CC(=O)N1[C@@H]1c3ccccc3OC[C@@H]1[C@@H]2c1ccccc1 (stereo partly specified)	-14	4	-7	1	3	-1	7	-7	1	-8
CN(CC(=O)Nc1ccc(F)c(F)c1F)C(=O)c1ccc2c(c1)NC(=O)CS2	4	2	7	-5	-8	3	1	-1	17	2
COc1cccc(CNc2nc3cc(-c4cccc(C(F)(F)F)c4)sc3c(=O)n2C)c1OC	0	0	2	-7	/	-2	5	-6	-1	-5
COc1ccc(/C=C2\SC(N3CCCCC3)=NC2=O)cc1	-17	-10	-3	-3	-1	-3	-5	4	-2	-9

Another view of 6 compounds above.
| SMILES | NPR1 activator | PRMT1 inh | TCR CD3 inh | SIAE inh | HTRA1 inhibitor | MBD2 inh | rCAG binder | ABHD4 inh | UHRF1 binding | GC-B act |
| --- | --- | --- | --- | --- | --- | --- | --- | --- | --- | --- |
| C[C@@]12C(=O)N(CC3CCCO3)CC(=O)N1[C@@H]1c3ccccc3OC[C@@H]1[C@@H]2c1ccccc1 (stereo partly specified) | -14 | 4 | -7 | 1 | 3 | -1 | 7 | -7 | 1 | -8 |
| COc1cccc(CNc2nc3cc(-c4cccc(C(F)(F)F)c4)sc3c(=O)n2C)c1OC | 0 | 0 | 2 | -7 | / | -2 | 5 | -6 | -1 | -5 |
| C/C(=C1\SC(N2CCOCC2)=NC1=O)c1ccccc1 | -1 | 1 | 6 | -6 | 7 | 4 | 4 | 6 | 0 | -4 |
| CN(CC(=O)Nc1ccc(F)c(F)c1F)C(=O)c1ccc2c(c1)NC(=O)CS2 | 4 | 2 | 7 | -5 | -8 | 3 | 1 | -1 | 17 | 2 |
| CC1(C)NC(C)(C)C(O)(C(N)=O)C1=O (stereo unspecified) | 0 | 2 | -1 | 2 | 8 | -2 | 1 | -3 | 6 | 4 |
| CCOC(=O)c1nn(-c2ccc(C)cc2)c(=O)cc1OCC(=O)Nc1ccc(OC)cc1 | -3 | -1 | 10 | 13 | 5 | -6 | 0 | 0 | -3 | 0 |

Some of the compounds tested; count on the stated rates, not on these rows.
